BRCA1 expr up = BRCA1 expression activation; MCF7-BRCA1-FFLuc reporter, luminescence, 48 h; response scale: scaled: vehicle 0%, 10 µM genistein 100%; Potency, µM (doses to about 46.1 µM), inactives show at the highest dose activation, actives largely listed as activators; actives 1.1% (n = 380,000); also: potency is read from the fitted curve at half-maximal effect; nearly all actives have a fitted effect of over 80% in size; some results filed as inactive show a strong effect at the top dose
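Luminescence from a BRCA1-driven firefly luciferase in MCF7 cells was the read-out, taken 15 min after substrate addition following 48 h compound exposure at 37 °C. Data were normalized to a 10 microM genistein control and DMSO vehicle.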
Tb PFK block = T. brucei PFK enzyme inhibition; actives 0.17% (n = 330,000); T. brucei PFK, ADP-Glo luminescence; Potency, µM (doses to about 57.5 µM), for inactives: top-dose activity, negative = inhibition, usual class: inhibitors; AID 485367; O15648;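 also: potency is read from the fitted curve at half-maximal effect; 0% = uninhibited 1x PFK enzyme wells and -100% = no-enzyme wells; nearly all actives have a fitted effect of over 60% in size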
Target sequence (O15648 whole entry, looked up): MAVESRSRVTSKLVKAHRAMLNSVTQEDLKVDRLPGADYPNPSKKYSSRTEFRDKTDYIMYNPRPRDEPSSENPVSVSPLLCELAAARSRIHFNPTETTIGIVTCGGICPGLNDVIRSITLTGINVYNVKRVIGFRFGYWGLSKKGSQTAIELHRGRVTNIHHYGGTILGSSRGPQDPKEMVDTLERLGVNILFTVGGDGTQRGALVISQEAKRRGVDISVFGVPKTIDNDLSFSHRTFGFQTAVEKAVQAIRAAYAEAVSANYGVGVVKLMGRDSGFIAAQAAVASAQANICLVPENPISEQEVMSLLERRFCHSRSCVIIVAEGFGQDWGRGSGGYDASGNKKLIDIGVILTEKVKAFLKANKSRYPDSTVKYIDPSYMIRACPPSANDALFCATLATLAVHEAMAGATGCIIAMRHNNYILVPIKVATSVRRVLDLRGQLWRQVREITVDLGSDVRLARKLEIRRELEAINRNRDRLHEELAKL
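Compounds were pin-transferred as a titration series up to 57 uM into substrate buffer (0.5 mM F6P, 0.1 mM ATP, pH 8.0), then 1.25 nM PFK was added and reactions ran 45 min before ADP-Glo detection.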
RORg inh = blocks mouse ROR gamma transcriptional activity | P51450 | Drosophila S2 Gal4-RORgamma UAS-luciferase reporter, 20 h | Potency, µM (titrated, usually from 53.6 µM), for inactives: at the top dose activity change, negative = inhibition, hits mostly inhibitors | actives 5.4% (n = 310,000) | AID 2551; also: potency is read from the fitted curve at half-maximal effect; % is scaled to controls: 0 for no effect and ±100 for the full control effect; nearly all actives have a fitted effect of over 60% in size
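Luciferase reporter read in Schneider cells carrying Gal4-RORγ (mouse) and UAS-Photinus luciferase; cells given compound 1 h before 700 uM copper sulfate induction, then incubated 20 h at ambient temperature.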
ELG1 repair inh = ELG1-dependent DNA repair inhibition. HEK293T ELG1-luciferase reporter, luminescence, 16 h; DNA damage induced by 5-fluorouridine. AID 504467. Potency, µM (series often up to 46.1 µM), inactives show at the highest dose activity change, negative = inhibition, actives largely listed as inhibitors. actives 2.3% (n = 330,000); also: potency is read from the fitted curve at half-maximal effect; % is scaled to controls: 0 for no effect and ±100 for the full control effect; nearly all actives have a fitted effect of over 55% in size
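Reporter activity after DNA damage by 5-fluorouridine is monitored. Compound-treated cells incubate 16 hr at 37 °C, then ONE-Glo is added for 30 min before luminescence reading.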
p53 reactivation = restores transcriptional activity of mutant p53; actives 0.063% (n = 320,000); Potency, µM (top dose mostly 92.2 µM), for inactives: at the highest dose activity change, positive = activation, usual class: activators; AID 504706; H1299 p53-A138V BP100-luciferase reporter, luminescence, 24 h; also: potency is read from the fitted curve at half-maximal effect; % of control where 0% means no effect; nearly all actives have a fitted effect of over 45% in size
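p53-null H1299 cells stably carrying temperature-sensitive p53-A138V and a BP100-luciferase reporter were pinned with compounds (4-point, 1:5 series) and held 24 hrs at 37 deg C. Luminescence was read 10 min after detection reagent.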
ELG1 genotox = induces genotoxicity in HEK293T cells with luciferase-tagged ELG1 | HEK293T ELG1-luciferase reporter, luminescence, 16 h | actives 1.3% (n = 330,000) | Potency, µM (titrated, usually from 46 µM), without a hit: at the top dose activity change, positive = activation, hits mostly activators; also: potency is read from the fitted curve at half-maximal effect; % of control where 0% means no effect; nearly all actives have a fitted effect of over 60% in size
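16 hr compound incubation (37 °C, 5% CO2) of HEK293T cells carrying luciferase-tagged ELG1; luciferase then measured by ONE-Glo luminescence after 30 min at RT.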
NPC1 promoter act = NPC1 promoter activation | Huh7 NPC1 promoter luciferase reporter, 24 h | Potency, µM (series often up to 9.22 µM), inactives show at the highest dose activation, actives largely listed as activators | actives 2.4% (n = 320,000);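 also: potency is read from the fitted curve at half-maximal effect; % of control where 0% means no effect; nearly all actives have a fitted effect of over 60% in size; reporter is driven by a mutant NPC1 promoter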
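Stable NPC1-promoter luciferase Huh7 line; cpd (DMSO) 24 h, 37 °C, 5% CO2; Amplite luciferase reagent 10 min RT; luminescence readout. qHTS format.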
FLuc modulator = inhibits or activates purified firefly luciferase, miR-21 counter-screen. purified FLuc, Km substrates, luminescence inhibition. Potency, µM (series often up to 57.5 µM), without a hit: at the highest dose activity change, negative = inhibition, usual class: inhibitors. actives 6.9% (n = 360,000). AID 588342;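 also: potency is read from the fitted curve at half-maximal effect; plate controls were vehicle for no effect and reference inhibitor for full effect; nearly all actives have a fitted effect of over 55% in size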
Target sequence (P08659 whole entry, looked up): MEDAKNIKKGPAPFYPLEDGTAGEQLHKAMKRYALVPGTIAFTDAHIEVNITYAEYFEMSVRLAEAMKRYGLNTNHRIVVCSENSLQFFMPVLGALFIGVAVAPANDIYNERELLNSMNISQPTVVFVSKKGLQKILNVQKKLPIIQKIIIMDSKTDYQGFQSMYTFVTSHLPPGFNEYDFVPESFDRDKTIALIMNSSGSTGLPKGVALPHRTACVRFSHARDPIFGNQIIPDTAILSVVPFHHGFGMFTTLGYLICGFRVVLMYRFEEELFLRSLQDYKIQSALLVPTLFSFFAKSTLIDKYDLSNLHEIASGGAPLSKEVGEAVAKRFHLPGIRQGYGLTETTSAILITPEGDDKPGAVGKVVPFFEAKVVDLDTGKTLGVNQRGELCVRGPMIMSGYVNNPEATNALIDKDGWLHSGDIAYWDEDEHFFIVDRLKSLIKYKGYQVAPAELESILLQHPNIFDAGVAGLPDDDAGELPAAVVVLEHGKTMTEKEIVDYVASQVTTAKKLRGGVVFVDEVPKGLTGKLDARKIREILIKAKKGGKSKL
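Biochemical qHTS of compounds, final roughly 60 µM downward over six points, against 10 nM purified firefly luciferase using Km concentrations of substrates (10 uM D-luciferin, 10 uM ATP) in Tris acetate pH 7.5 buffer; luminescence output.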
Rab9 prom act = activates the Rab9 promoter | Huh7 Rab9 promoter-luciferase reporter, luminescence, 24 h | actives 2.8% (n = 320,000) | Potency, µM (titrated, usually from 9.22 µM), without a hit: top-dose activation, negative = inhibition, actives largely listed as activators; also: potency is read from the fitted curve at half-maximal effect; % of control where 0% means no effect; nearly all actives have a fitted effect of over 60% in size
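Huh7 reporter line, Rab9 promoter upstream of luciferase. Compound exposure 24 h at 37 °C in reduced-serum medium with 10% FBS. Read-out: luminescence.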
Gal4-VP16 FLuc = Gal4-VP16 reporter inhibition counter-screen | Drosophila S2 Gal4-VP16 UAS-luciferase, luminescence, 20 h | Potency, µM (titrated, usually from 53.6 µM), for inactives: top-dose activity, negative = inhibition, usual class: inhibitors | actives 3.5% (n = 310,000);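 also: Gal4-VP16 expression switched on by copper sulfate through the metallothionein promoter; potency is read from the fitted curve at half-maximal effect; % is scaled to controls: 0 for no effect and ±100 for the full control effect; nearly all actives have a fitted effect of over 50% in size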
TRPV1 ag = activates the human vanilloid receptor TRPV1. TRPV1-expressing cells, Fluo-8 calcium influx, agonist mode. Q8NER1. actives 0.19% (n = 320,000). activation, % at 8.33 µM. AID 540275; in the data active = activation above about 80%; inconclusive = between about 30% and that limit; also: 0% is about no effect
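Fluo-8 calcium influx in TRPV1-expressing cells, kinetic read (ex 480/em 520 nm). Compound added and read 3 min for agonist activity, followed by capsaicin at EC20 final and 2 min further read for enhancement.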
Starred values were filed as active, the others as inactive; ? = inconclusive; . = no result given; [ ] = another dose, or the depositor's remark. Unless noted, calls follow the shape of the dose curve; as a rule, active = well fitted curve in the direction sought with a large enough effect; inconclusive = small, poorly fitted or top-dose-only effect, or another doubt; inactive = no such curve, though single readings can be large; an effect the other way counts as inactive or inconclusive.

SMILES	BRCA1 expr up	Tb PFK block	RORg inh	ELG1 repair inh	p53 reactivation	ELG1 genotox	NPC1 promoter act	FLuc modulator	Rab9 prom act	Gal4-VP16 FLuc	TRPV1 ag
O=C(Oc1ccc(C(=S)N2CCOCC2)cc1)c1ccccc1F	-7%	-7%	0%	16%	11%	5%	-3%	?	6%	4%	5
COc1cccc(OC)c1OCCN1CCN(C(c2ccccc2)c2ccccc2)CC1	-1%	2%	?	-24%	0%	-11%	-3%	1%	0%[1.84 µM]	-15%	4
Cn1cnnc1SCC(=O)c1c[nH]c2ccccc12	21%	-5%	-4%	?	?	?	?	-19%	?	14%	-3
COc1ccc(N2CCN(C(c3ccc4ncccc4c3)c3nnnn3C(C)(C)C)CC2)cc1 (centres undefined)	-20%	-3%	-18%	-6%	-4%	2%	0%	-2%	-7%	-18%	-3
O=C(CSc1ncccn1)N/N=C/c1ccc(OC2CSC2)cc1	22%	-7%	9%	-7%	2%	-1%	0%	?	7%	-2%	0
CC(C)(C)C(=O)NCCCc1nc2ccccc2n1CCCOc1ccc(Cl)cc1	-45%	-4%	-9%	23µM*	-3%	-18%	-1%	1%	-8%	-8%	23
NC(=O)C1CN(S(=O)(=O)c2ccc(Cl)cc2F)c2ccccc2O1 (centres undefined)	-49%	-7%	19%	-2%	-2%	0%	0%	-2%	5%	5%	-2
CC1C(=O)N2CCCc3cc(S(=O)(=O)N(C)c4ccccc4)cc1c32 (centres undefined)	-12%	-3%	0%	2%	-12%	-1%	5%	1%	-5%	-3%	12
COc1ccccc1OCCN1CSC(=S)N(C)C1	-81%	0%	?	?	-40%[inhibitor]	11%	-18%	3%	-27%	?	0
O=C(N/N=C/c1cccnc1)NC12CC3CC(CC(C3)C1)C2	0%	1%	9%	0%	0%	0%	11%	?	15%	0%	.
N#CC1=C(N)Nc2nc3ccccc3n2C1c1ccc(F)cc1 (centres undefined)	-37%	-1%	41%	-19%	-7%	0%	-2%	-1%	1%	3%	-1
Fc1ccc(-c2nc3ccccc3c3nc4ccccc4n23)cc1	-32%	-5%	?	-16%	-7%	-1%	-3%	3%	1%	-22%	9
COc1ccc(OCC(=O)NNC(=O)CCc2ccccc2)cc1	2%	-2%	15%	9%	-2%	4%	-8%	-1%	0%	-5%	-3
O=C(COC(=O)CN1C(=O)c2ccccc2C1=O)Nc1ccccc1	-9%	0%	.	10%	7%	-2%	.	.	.	.	.
CCN(CC)CCNC(=O)c1ccc(NC(=O)c2cccc(S(=O)(=O)N3c4ccccc4CC3C)c2)cc1 (centres undefined)	-44%	-1%	0%	1%	1%	3%	0%	6%	-3%	1%	0
CCOC(=O)c1ccc(N2CCOCC2)c(NC(=O)c2nccnc2C(=O)O)c1	1%	-2%	18%	3%	9%	-1%	-4%	6%	15%	-12%	-4
CC1=CC(=C(C#N)C#N)C=C(C)N1CCN1CCNCC1	11%	-2%	-13%	1%	-2%	-4%	0%	-1%	-2%	-6%	-2
O=C(c1ccco1)N(Cc1ccc(Cl)cc1)Cc1ccco1	9%	20%	?	7%	-3%	-2%	-4%	5%	-1%	-8%	22
CCOC(=O)CC(=O)CSc1ncnc2c1nnn2-c1ccc(F)cc1	0%	0%	?	11%	-3%	0%	-1%	?	5%	-2%	0
Cc1c(C#N)c2ccccc2n1CC(=O)NCc1cccnc1	-3%	-2%	3%	8%	-4%	-1%	0%	0%	-4%	1%	8

Another view of 2 compounds above:
CCOC(=O)c1ccc(N2CCOCC2)c(NC(=O)c2nccnc2C(=O)O)c1
  BRCA1 expr up: 1%; Tb PFK block: -2%; RORg inh: 18%; ELG1 repair inh: 3%; p53 reactivation: 9%; ELG1 genotox: -1%; NPC1 promoter act: -4%; FLuc modulator: 6%; Rab9 prom act: 15%; Gal4-VP16 FLuc: -12%; TRPV1 ag: -4

CC1=CC(=C(C#N)C#N)C=C(C)N1CCN1CCNCC1
  BRCA1 expr up: 11%; Tb PFK block: -2%; RORg inh: -13%; ELG1 repair inh: 1%; p53 reactivation: -2%; ELG1 genotox: -4%; NPC1 promoter act: 0%; FLuc modulator: -1%; Rab9 prom act: -2%; Gal4-VP16 FLuc: -6%; TRPV1 ag: -2

Continued:
SMILES	BRCA1 expr up	Tb PFK block	RORg inh	ELG1 repair inh	p53 reactivation	ELG1 genotox	NPC1 promoter act	FLuc modulator	Rab9 prom act	Gal4-VP16 FLuc	TRPV1 ag
CN(C)S(=O)(=O)c1ccc(NC(=O)COC(=O)Cn2[nH]c(=O)c3ccccc3c2=O)cc1	-11%	2%	30%	2%	2%	0%	3%	-2%	-2%	-2%	-6
Cc1cc(C(=O)N/N=C/c2cc([N+](=O)[O-])ccc2O)c2ccccc2n1	-83%	0%	2.8µM*	-29%	?	11%	-2%	?	-7%	4.5µM*	-3
CCCCCCCCN=C1NC(=O)CS1	7%	-11%	7%	29%	-7%	-2%	-3%	4%	-1%	-9%	?
CCCCn1cnc2c(cnn2-c2ccc(F)cc2)c1=O	?	0%	15%	?	?	?	?	?	?	-5%	.
COc1cc(-c2nc(-c3cccnc3)no2)cc(OC)c1OC	1%	9%	-2%	23µM*	-8%	-2%	1%	-7%	-4%	-8%	-2
NC(=O)c1cccnc1Nc1ccccc1Cl	76%	-9%	43%	?	24%	14%	3%	?	1%	23%	1
COc1ccccc1N1CCN(S(=O)(=O)c2ccc3c4c(cccc24)C(=O)N3C)CC1	.	2%	8%	-4%	-7%	2%	-2%	-2%	-1%	3%	-1
CCCCc1c(C)c(C#N)c2[nH]c3ccccc3n2c1=O	-65%	0%	?	?	-8%	-12%	0%	2%	-7%	?	?
N#Cc1c(C(F)(F)F)cc(-c2ccccc2)nc1SCC(=O)Nc1sc2c(c1C#N)CCC2	-47%	0%	-11%	-21%	1%	-6%	-11%	2%	-20%	0%	1
Cc1ccc(Nc2nc(N)nc(CN3CCN(c4ccccc4F)CC3)n2)cc1	-42%	-4%	11µM*	?	-12%	-8%	-2%	-7%	-5%	-4%	21
NNc1nc(-c2ccccc2Cl)c2cc(Br)ccc2n1	-27%	-1%	11µM*	-15%	-3%	-5%	4%	-16%	-8%	?	-7
O=C(Cc1ccc(Cl)cc1)OCC(=O)c1ccc[nH]1	7%	0%	.	17%	7%	6%	-1%	-17%	-8%	.	5
CC(C)c1cc(NCCCN2CCOCC2)n2c(nc3ccccc32)c1C#N	-6%[1.84 µM]	0%	?	-2%	-6%	-5%	-5%	0%	2%	9%	-2
CCOC(=O)[C@@H]1[C@H]2COc3ccc(Br)cc3[C@H]2N2C(=O)N(c3ccc(C(F)(F)F)cc3)C(=O)[C@]12C	0%	1%	.	-9%	4%	-5%	.	.	.	.	.
N/C(=N\OC(=O)N1CCOCC1)c1ccccc1	-62%	-11%	-16%	19%	15%	6%	24%	17µM*	27%	-20%	-2
COc1ccc(S(=O)(=O)N(C)CC(=O)NCCN2CCOCC2)cc1	-4%	0%	2%	2%	-1%	-4%	4%	0%	-4%	3%	-2
CCOC(=O)c1cnn(Cc2ccc(C)cc2)c1N	89%	-7%	24%	-1%	1%	-11%	-4%	-2%	0%	-8%	-2
O=C(CNc1ccc(Br)cc1)c1ccc(O)cc1	-26%	-13%	-2%	?	18%	14%	-7%	?	0%	?	?
CCN(CC(=O)NCc1ccc(F)cc1)CC(=O)Nc1cc(S(=O)(=O)N(C)C)ccc1C	4%	-1%	.	?	-4%	-7%	0%	7%	-3%	.	1
CCOC(=O)N1CCC2(CC1)NCCc1c2[nH]c2ccccc12	-19%	2%	16%	-14%	-5%	-3%	1%	-3%	-7%	-13%	-1
C#Cc1ccc([C@@H]2C=C(C(=O)N3CCOCC3)O[C@H](OCCCCO)C2)cc1	5%	3%	-4%	13%	0%	9%	-3%	4%	1%	8%	3
CC(=O)c1ccc(NC(=S)NC2CCCC(C)C2C)cc1 (centres undefined)	43%	-16%	5µM*	15%	1%	1%	-2%	?	2%	?	?
CCOC(=O)c1sc2c(c1C)C(c1cccs1)C1=C(CCCC1=O)N2 (centres undefined)	-39%	1%	39%	?	-21%	-7%	-4%	5%	-13%	-1%	?
Cc1ccc(C(=O)NC2CC3CCCC(C2)N3C(=O)NC2CCCCC2)cc1 (centres undefined)	.	0%	-1%	-14%	-1%	3%	-3%	-12%	-5%	0%	-1
O=C(COc1ccccc1[N+](=O)[O-])N/N=C/c1ccc(O)cc1	59%	0%	-9%	?	4%	9%	0%	-19%	-6%	-4%	1
COc1ccc(C(=O)NC2CCSC2=O)cc1 (centres undefined)	47%	0%	-2%	?	-1%	1%	-5%	4%	-3%	0%	-3
CN1CCc2c(sc3c2C(=O)NC(c2cccc(OC(=O)c4cccs4)c2)N3)C1 (centres undefined)	?	-1%	3%	?	?	19%	1%	17µM*	3%	-9%	1

Assay outcomes as filed in PubChem.
